High-throughput results deposited in PubChem by several laboratories.
DSG3 Ab inh: blocks pemphigus antibody binding to human desmoglein-3 | 310,000 tested, 0.48% active | binding (percent of control), % at 10 µM | P32926 | DSG3-coupled beads, scFv-anti-DSG3-GFP binding, flow cytometry; stronger effect = lower value;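 active means binding more than 3 SD below its plate's average and above zero; inconclusive means below that plate limit but binding exactly zero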;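 further: hits lower antibody fragment binding to DSG3; some compounds called inactive have numbers as strong as hits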
PKA-R1A activ: activates the PKA-R1A holoenzyme complex; P00514+P68181; PKA-R1A dissociation, Cy5-IP20 fluorescence polarization; scaled: DMSO 0%, 113 µM cGMP 100%; activation, % at 11.4 µM; 340,000 tested, 0.083% active;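 active means percent activation above the mean of all tested compounds plus 3 SD, cut at about 19% in these data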;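 further: higher means more PKAc released from R1A so a rise in polarization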
CDK5 inh: inhibitors of human CDK5/p35 kinase; inhibition, % at 10 µM; Q00535+Q15078; AID 488839; Recombinant CDK5/p35, ADP-Glo luminescence, 60 min; 330,000 tested, 0.01% active;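 active means highest replicate inhibition of at least 50% and at least 75% of replicates reaching 50%; inconclusive means only one of the two criteria met; inactive means both criteria failed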;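 further: plate controls were DMSO neutral control for no effect and GW8510 at 10 µM for full effect; many of its hits are not listed in these tables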
dFosB act: enhances mouse delta FosB homodimer DNA binding; purified delta FosB, TAMRA-CDK5 oligo fluorescence polarization; percent of positive-control signal above neutral wells; activation, % at 25 µM; 340,000 tested, 0.99% active; AID 493131;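 active means mean activation above about 17%, with every replicate also reaching it, limit read from the data, passing the limit was not always enough; inconclusive means only one of the two conditions met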;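 further: fluorescence polarization rise as delta FosB binds a TAMRA Cdk5 AP-1 oligo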
Target sequence (P13346 whole entry, looked up): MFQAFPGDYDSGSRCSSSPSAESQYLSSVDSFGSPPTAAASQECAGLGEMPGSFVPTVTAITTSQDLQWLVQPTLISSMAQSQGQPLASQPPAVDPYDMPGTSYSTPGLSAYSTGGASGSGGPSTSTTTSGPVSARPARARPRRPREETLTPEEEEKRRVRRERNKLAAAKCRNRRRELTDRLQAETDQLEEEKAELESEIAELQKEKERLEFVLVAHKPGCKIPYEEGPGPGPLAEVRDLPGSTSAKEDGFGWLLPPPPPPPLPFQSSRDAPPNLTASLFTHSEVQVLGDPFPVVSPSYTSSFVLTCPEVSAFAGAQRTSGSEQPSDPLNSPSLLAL
SR-BI DiI inh: blocks mouse SR-BI lipid uptake from DiI-HDL; Q61009; ldlA[mSR-BI] CHO cells, DiI-HDL uptake fluorescence, 3 h; inhibition, % at 12.5 µM; 320,000 tested, 0.96% active; AID 488896;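 active means mean replicate inhibition of at least 70% and a set share of replicates each scoring 70 or more; inconclusive means meets just one of the two criteria; inactive means fails both criteria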;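 further: 0% = median of neutral control wells and 100% = median of positive control wells; values of inactives mirror those of a sister screen read the other way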
Target sequence (Q61009 whole entry, looked up): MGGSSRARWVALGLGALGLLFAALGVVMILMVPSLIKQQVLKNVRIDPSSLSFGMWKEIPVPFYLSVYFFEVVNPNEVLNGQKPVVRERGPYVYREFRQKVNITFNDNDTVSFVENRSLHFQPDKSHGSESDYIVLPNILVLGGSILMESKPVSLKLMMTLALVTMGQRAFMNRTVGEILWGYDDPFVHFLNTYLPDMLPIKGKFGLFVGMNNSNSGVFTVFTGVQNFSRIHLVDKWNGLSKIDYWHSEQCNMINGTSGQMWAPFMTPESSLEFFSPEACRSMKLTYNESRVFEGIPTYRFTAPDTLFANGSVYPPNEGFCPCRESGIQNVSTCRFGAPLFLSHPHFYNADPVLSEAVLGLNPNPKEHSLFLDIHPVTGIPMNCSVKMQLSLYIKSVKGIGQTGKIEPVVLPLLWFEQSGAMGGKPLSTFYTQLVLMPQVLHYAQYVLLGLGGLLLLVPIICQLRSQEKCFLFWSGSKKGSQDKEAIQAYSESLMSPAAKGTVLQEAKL
Arr AP2 block: inhibitors of human beta-arrestin and AP2 interaction | inhibition, % at 10 µM | 340,000 tested, 0.31% active | AID 504490 | FITC-arrestin peptide / GST-AP2 beads, flow cytometry; AP2 beta2 appendage carries R879A mutation;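 active means inhibition above a set limit, near 3 SD of compounds lacking own fluorescence, cut at about 54% in these data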;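 further: plate controls were DMSO wells for no effect and 5 µM unlabelled arrestin peptide for full effect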
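System: GST-AP2 R879A bound to glutathione beads, E. coli-expressed. Also added: 50 nM FITC-arrestin peptide. Schedule: compound with beads 12 min RT, then probe 1 h RT. Signal: bead flow cytometry, FITC channel. Read-out basis: percent response.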
PKA-R2B activ: PKA-R2B complex activation; PKA-R2B holoenzyme dissociation, Cy5-IP20 fluorescence polarization; R2B truncated from residue 108, S112A mutant; 0% DMSO only, 100% 113 µM cGMP; activation, % at 11.4 µM; 340,000 tested, 0.079% active;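 active means activation above a cutoff set at the mean over all compounds plus 3 SD, cut at about 18% in these data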;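 further: higher means more holoenzyme dissociation and a rise in polarization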
NSD2 inh: blocks human histone methyltransferase NSD2. O96028. NSD2 peptide methylation, AlphaScreen, 120 min. inhibition, % at 12.5 µM. 310,000 tested, 0.54% active. AID 743445; in the data active means inhibition above about 50%
SR-BI DiI-HDL act: activators of SR-BI mediated HDL lipid uptake | CHO ldlA[mSR-BI] cells, DiI-HDL uptake fluorescence, 3 h; 100 = double the neutral-control signal | activation, % at 12.5 µM | 320,000 tested, 0.096% active;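 active means mean replicate activation of at least 60% and every replicate at or above 60%; inconclusive means mean or all-replicate condition met, but not both; inactive means mean below 60% and not all replicates reaching 60%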;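 further: 0% = median plate neutral-control signal and 100% = twice that signal; values of inactives mirror those of a sister screen read the other way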
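Test system: SR-BI-overexpressing, LDLR-lacking CHO cells. Measured by: DiI fluorescence, bottom read. Medium: Ham's F12 with 0.5% BSA, HEPES 25 mM, pH 7.4. Timing: 3 h uptake period with compound, 37 °C.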
Mot1-301 SUMO: SUMOylation pathway inhibition by Mot1-301 growth rescue; S. cerevisiae Mot1-301 growth rescue, ATP luminescence, 38.5C; percent above DMSO median, 100 means doubled; growth rescue, % at 18.8 µM; 320,000 tested, 1% active; AID 2716;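 active means every valid replicate shows activation above 250% relative to neutral control wells; inactive means the rest, any valid replicate at or below 250%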;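 further: OY570 slx delta 5 strain wells were the positive control but not used for scaling; some compounds called inactive have numbers as strong as hits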
MITF act: MITF TRPM1 promoter activation in melanoma cells; SK-MEL-5 TRPM1-promoter luciferase, 24 h; % of positive control, neutral wells = 0; 300,000 tested, 0.75% active; activation, % at 12.5 µM;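 active means mean activation of at least 80% with every replicate also reaching 80%; inconclusive means mean reaches 80% but some replicate falls short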;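 further: 0% = neutral control wells and 100% = parthenolide positive control wells; values of inactives mirror those of a sister screen read the other way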
The depositor's hits bear a star; i = inactive; ? = inconclusive; nt = no result given. This is a random part of the collection. Share with any hit: about 4.7%.

SMILES	DSG3 Ab inh	PKA-R1A activ	CDK5 inh	dFosB act	SR-BI DiI inh	Arr AP2 block	PKA-R2B activ	NSD2 inh	SR-BI DiI-HDL act	Mot1-301 SUMO	MITF act
COC(=O)C(Cc1ccccc1)NC(=O)c1ccc(NS(=O)(=O)c2ccc3[nH]c(=O)[nH]c3c2)cc1 (centres undefined)	102	-3	-3.5	-9	3	6	-6	0	-3	31	1
COc1ccc(-c2nc3n(c(=O)c2C#N)CCS3)cc1	114	-14	0.5	-4	-1	-49	-2	-2	1	-11	-2
COC(=O)Sc1nc(N2CCOCC2)c2c(c1C#N)CC(C)(C)OC2	99	-5	-2.0	-2	11	3	1	-2	-11	-14	-7
CN1C(=O)SC(Nc2cccc3ccccc23)C1=O (centres undefined)	106	-1	1.9	-7	-10	-7	5	1	10	25	-4
CCOC(=O)c1c(-c2ccc(C)o2)csc1NC(=O)CN(C)CC(=O)Nc1ccc(C)cc1	94	-12	0.0	-11	7	5	3	0	-7	0	19
Cn1c(=O)c2cn(-c3ccccc3)cc2n(C)c1=O	96	-4	2.4	-1	-3	4	-6	19	3	-2	22
COc1ccc(NC(=O)C2CCCN2C(=O)Nc2cccc(F)c2)cc1 (centres undefined)	97	-9	0.1	-7	-2	1	-3	-5	2	-5	-19
Cc1nc2c(C(=O)NCCc3ccccc3Cl)c[nH]n2c(=O)c1Cl	140	-7	-1.8	-2	-7	22	1	5	7	234	2
O=C(NCCc1nc2ccccc2[nH]1)/C(=C/c1ccco1)NC(=O)c1ccccc1Br	99	14	-2.0	-12	nt	1	8	0	nt	-6	-16
Cn1c(SCC(=O)Nc2cccc(F)c2)nc2c([nH]c3ccccc32)c1=O	82	3	0.6	5	49	17	-11	-1	-49	3	-36
Cc1ccc(NC2=C/C(=N/S(=O)(=O)c3cccs3)c3ccccc3C2=O)cc1	93	3	2.1	3	53	5	-4	34	-53	-12	-105
Cc1ccc(CN2CCN(/N=C/c3sccc3C)CC2)c(C)c1	100	-4	-0.6	-1	-19	0	-4	2	19	46	6
CCCCc1nnc(NC(=O)CSCc2cc(=O)n3ccsc3n2)s1	103	3	0.5	4	-15	-5	5	-1	15	-8	-6
CC1c2ccsc2CCN1S(=O)(=O)c1cccs1 (centres undefined)	114	-11	1.2	7	19	13	-2	-3	-19	2	-28
O=C(Cc1cccs1)N(c1ccc(F)cc1)C1(C(=O)NC2CCCCC2)CCCC1	108	2	1.1	-4	-13	-5	-7	-2	13	-11	2
CCOc1ccccc1N(CC(=O)Nc1ccc2c(c1)OCO2)S(C)(=O)=O	101	4	-2.9	-10	-2	-4	-7	1	2	-8	nt
O=C(Nc1c(O)c2ccccc2[nH]c1=O)c1ccco1	113	-11	-6.3	0	-8	-1	-15	-5	8	-5	-7
COc1ccc2c(C)cc(SCC(=O)c3ccc4c(c3)OCO4)nc2c1	93	6	-0.1	-9	18	2	2	-2	-18	-2	1
Nc1ccc2nc(SCC(=O)Nc3ccc(N4CCOCC4)c(Cl)c3)sc2c1	95	2	-1.5	-5	-34	-11	3	3	34	-6	10
CC1c2[nH]c3ccccc3c2CCN1S(C)(=O)=O (centres undefined)	93	6	0.7	-5	-15	-1	3	1	15	-18	-8
O=C1CC2(CCN(C(=O)c3cccc(Br)c3)CC2)Oc2ccccc21	114	-8	0.9	-11	1	-1	-2	1	-1	-13	-3
COc1ccccc1C(=O)Nc1ccc(N2CCN(Cc3ccccc3)CC2)cc1	107	10	0.9	-4	66	7	-5	6	-66	nt	1
CC(C)CSc1nnc2c(n1)[nH]c1ccccc12	122	-4	-0.5	0	-6	1	-8	-1	6	433	-12
O=C(c1cccs1)N1CCN(Cc2ccncc2)CC1	nt	10	0.1	-1	-15	14	-4	-2	15	nt	3
Cn1c(=O)c2c(nc3n2CC(COc2ccccc2)O3)n(C)c1=O (centres undefined)	122	-1	-3.7	-7	-31	-12	-5	0	31	i	nt
The listing continues.
SMILES	DSG3 Ab inh	PKA-R1A activ	CDK5 inh	dFosB act	SR-BI DiI inh	Arr AP2 block	PKA-R2B activ	NSD2 inh	SR-BI DiI-HDL act	Mot1-301 SUMO	MITF act
O=C(COc1ccccc1O)Nc1ccccc1Cl	97	-1	-1.0	3	6	23	-7	-7	-6	-20	48
COc1ccc(C2C(CN3CCOCC3)C(=O)N2c2ccccc2)cc1 (centres undefined)	101	-7	0.4	1	10	23	-13	-5	-10	-14	14
Cc1ccc(-c2cc(C(F)F)n3ncc(C(=O)Nc4cn(C)nc4C)c3n2)cc1	85	7	-1.7	-5	59	6	3	-2	-59	560	-7
CN(CC(=O)Nc1ccc(OC(F)(F)F)cc1)C(=O)/C=C/c1cc2c(cc1[N+](=O)[O-])OCO2	106	-10	1.0	1	3	2	-2	1	-3	-5	1
O=C(COC(=O)Cn1cnc2ccccc21)Nc1ccc2c(c1)C(=O)c1ccccc1C2=O	93	-2	1.0	-6	17	100*	-5	8	-17	-14	27
COc1ccc(OC)c(NC(=O)CSc2ccc(-c3ccco3)nn2)c1	99	-5	-1.1	-12	47	13	9	1	-47	-1	-4
COc1cccc(C(=O)CC(=O)C(=O)Nc2cccc([N+](=O)[O-])c2C)c1	91	-12	0.1	-8	0	3	0	7	0	-9	-21
N#C/C(=C\Nc1ccc(Cl)cn1)S(=O)(=O)c1ccccc1	109	-6	1.0	-4	-18	-16	7	-2	18	-15	-9
Cc1c(Cl)c(=O)n2c(=O)c(Cl)c(C)n12	98	-12	-1.1	-1	-10	17	13	1	10	nt	1
Cc1ccc2nc(N/N=C/c3ccccc3F)nc(-c3ccccc3)c2c1	99	-8	0.4	3	54	-10	-1	-3	-54	473*	15
CCOc1ccc(NC(=O)CNC(=O)c2nn(-c3ccc(OC)c(OC)c3)c(=O)c3ccccc23)cc1	89	2	-1.3	76*	-34	-7	15	7	34	12	6
Cc1ccc(C)c(N2CN(CCC3=CCCCC3)CNC2=S)c1	nt	-13	0.8	2	11	29	-8	3	-11	6	nt
COc1cccc(OC)c1C(=O)NNS(=O)(=O)c1ccc2ccccc2c1	nt	-5	0.7	-4	-7	-20	7	-3	7	60	-5
CN(CC(=O)NCc1cccnc1)S(=O)(=O)c1ccccc1	91	-10	1.6	9	-7	1	3	-3	7	-14	-3
CC1(C)C(=O)Nc2ccccc2N1C(=O)CSc1nc(-c2ccccc2)cs1	89	2	-0.6	-10	-16	0	-9	0	16	1	-4
CCOC(=O)/C(=N/Nc1ccccc1OC)N1CCCc2ccccc21	nt	-2	-2.6	-6	37	0	14	-3	-37	2	nt
CC(=O)Nc1ccc(-c2nnc(SCC(=O)Nc3ccc4c(c3)oc3ccccc34)n2C)cc1	nt	-12	2.5	-16	33	-18	-7	-1	-33	249	nt
CC(C)CNS(=O)(=O)c1ccc(CC(C)C)cc1	79	-19	-0.3	-17	1	-3	-3	-2	-1	154	6
O=C1C=C(c2ccccc2)C[C@H](c2cccs2)[C@H]1n1cnc([N+](=O)[O-])c1	107	-4	1.4	4	1	0	0	nt	-1	-7	12
CCCN(CCC)CCCNC(=O)c1cc2c(=O)n(CC)c3ccccc3c2s1	nt	1	0.9	-36	?	-16	-5	34	-72	46	20
CN(C)c1cc(-c2ccc(Cl)c(Cl)c2)oc(=O)c1Cl	111	-10	3.3	0	7	-18	-15	0	-7	-3	nt
O=C(COC(=O)c1ccc(NS(=O)(=O)c2cccs2)cc1)NCc1ccco1	87	9	0.2	-7	-14	-3	-2	nt	14	13	-11
Cc1cc(C(=O)OCC(=O)Nc2ccc(F)cc2F)c(C)o1	102	-6	0.8	-2	-4	-2	1	0	4	7	5
CC1(C(=O)NC2CCCCCCC2)CCC(=O)N1CCN1CCOCC1 (centres undefined)	99	-3	0.6	1	-22	-6	-3	2	22	0	-13
CCOC(=O)c1cnc2c(C)cccc2c1NCCc1ccc(OC)c(OC)c1	nt	6	-0.1	8	53	7	-15	-11	-53	nt	6
Following part
SMILES	DSG3 Ab inh	PKA-R1A activ	CDK5 inh	dFosB act	SR-BI DiI inh	Arr AP2 block	PKA-R2B activ	NSD2 inh	SR-BI DiI-HDL act	Mot1-301 SUMO	MITF act
COc1ccc(CCNC(=O)COc2ccccc2[N+](=O)[O-])cc1OC	116	5	-4.9	-4	4	-11	-5	1	-4	8	nt
Cc1ccccc1C(=O)N/N=C/c1cccc2ccccc12	102	0	0.1	1	18	-6	-10	2	-18	4	38
CCc1cccc(OCC2Cn3c(nc4c3c(=O)[nH]c(=O)n4C)O2)c1 (centres undefined)	102	6	1.2	20*	3	-5	7	-5	-3	-12	nt
CCc1noc(C)c1C(=O)NNC(=O)c1cc(OC)cc(OC)c1	nt	-8	-0.3	-8	4	-6	1	0	-4	1	-7
CCN(CCn1cccn1)C(=O)CCc1nnc(Cc2c[nH]c3ccccc23)o1	102	-1	-2.1	0	-20	1	-22	1	20	-8	5
COc1ccc(CC(=O)NC2CCN(CC(=O)Nc3ccc4c(c3)OCCO4)CC2)cc1OC	99	0	0.2	-3	54	-5	-11	1	-54	-3	-4
CC(C)N(CCc1ccncc1)C(=S)Nc1ccc(F)c(Cl)c1	101	10	0.5	-8	nt	-9	-6	nt	nt	-5	2
CC(C)c1c(O)nc(SCC(=O)N2CCOCC2)[nH]c1=O	83	-2	0.9	1	-23	4	6	-4	23	-11	9
CC(=O)NC(Cc1ccccc1)C(=O)NC1CCN(C(=O)NC2CCCCC2)CC1 (centres undefined)	98	-5	0.0	6	-18	0	13	-4	18	7	-7
c1ccc(-c2onc(-c3ccco3)c2-c2ccc3c(c2)OCO3)cc1	109	0	-2.3	-4	22	-4	-1	nt	-22	1	-5
O=C(NCC1CCCO1)c1coc2nc3ccccc3nc12 (centres undefined)	101	0	-2.4	-15	14	9	1	-2	nt	nt	-7
CSc1ccccc1NC(=O)c1cc(CC(C)C)on1	131	-10	-2.2	-4	22	3	-1	nt	-22	2	nt
Cc1ccc(NC2c3ncccc3C(=O)N2c2ccccc2C)cc1C (centres undefined)	103	-8	-0.6	-5	3	8	-7	-1	-3	-14	-8
